# Screening data as filed in PubChem.
# CCHF vOTU inh = CCHFV vOTU protease inhibitors, primary screen, biochemical, Pep-AMC substrate, fluorescence; 0.55% of 370,000 active; inhibition, % at 11.5 µM; Crimean-Congo hemorrhagic fever virus L polyprotein viral ovarian tumor (vOTU) protease …; AID 651958, 2012; in the data active = inhibition above about 30%; note: 0% = vehicle wells with enzyme and 100% = no enzyme wells
# MazEF act = activators of E. coli MazEF toxin-antitoxin RNase, primary screen, biochemical, fluorescence, uHTS | 0.32% of 350,000 active | activation, % at 20 µM | FAM/BHQ RNA-DNA oligo cleavage fluorescence, 5 h; in the data active = activation above about 50%
# Target sequence (P0AE70 whole entry, looked up): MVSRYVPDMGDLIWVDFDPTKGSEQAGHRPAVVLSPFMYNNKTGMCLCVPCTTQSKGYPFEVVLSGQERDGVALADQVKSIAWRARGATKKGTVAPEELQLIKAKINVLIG
# PrPC surface inh = inhibitors of human cell surface prion protein PrPC, primary screen, cell-based, TR-FRET; Major prion protein (Homo sapiens), P04156; TR-FRET read-out; inhibition, % at 13.8 µM; 0.43% of 370,000 active; in the data active = inhibition above about 24%; note: 0% = median of the test wells and 100% = reference compound wells
# DUSP3 inh = VHR1 phosphatase inhibitors, primary screen, biochemical, absorbance, uHTS | recombinant VHR phosphatase, pNPP absorbance | 0.52% of 290,000 active | AID 1654, 2009 | inhibition, % at 13.3 µM; in the data active = inhibition above about 50%; note: some compounds called inactive have numbers as strong as hits
# Target sequence (P51452 whole entry, looked up): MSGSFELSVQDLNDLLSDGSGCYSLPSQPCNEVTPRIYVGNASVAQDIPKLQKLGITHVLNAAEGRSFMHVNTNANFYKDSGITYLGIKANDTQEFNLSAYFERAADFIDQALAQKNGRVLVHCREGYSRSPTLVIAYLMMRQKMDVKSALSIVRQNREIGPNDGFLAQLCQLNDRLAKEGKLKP
# SARS 3CLpro inh = SARS-CoV 3CLpro protease inhibitors, primary screen, biochemical, quenched FRET; recombinant SARS-CoV 3CLpro, quenched FRET peptide cleavage; 0.14% of 290,000 active; inhibition, % at 6 µM; in the data active = inhibition above about 12%
# Yp Topo-I inh = Yersinia pestis topoisomerase I inhibitors, primary screen, biochemical, cleavage product accumulation, plate reader, single point; DNA topoisomerase I (Yersinia pestis CO92); Y. pestis Topo-I cleavage product accumulation; activity, % at 10 µM; 0.064% of 360,000 active; AID 504884, 2011; in the data active = activity above about 50%, passing the limit was not always enough; note: inactives centre near 2
# PriA SSB inh = inhibitors of Klebsiella pneumoniae PriA binding to SSB C-terminal tail, primary screen, biochemical, AlphaScreen; PriA–SSB C-terminal tail interaction (Klebsiella pneumoniae); AlphaScreen SSBct-PriA binding, biotinylated peptide; inhibition, % at 33 µM; 0.6% of 430,000 active; AID 1272365, 2023; in the data active = inhibition mostly above about 37%, no sharp cut-off; inactive = mostly below about 20%;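 note: plate controls were negative control peptide for no effect and reference peptide for full effect; strong numbers were not always called active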
# BH1578 lux ind = inducers of Vibrio cholerae quorum light production without autoinducers, primary screen, BH1578 luxS cqsA deficient, single point; V. cholerae BH1578 lux reporter, luminescence, 6 h; 0.16% of 350,000 active; activation, % at 18.7 µM; AID 588436, 2011; in the data active = activation mostly above about 9.7%, no sharp cut-off; note: not every result past the cut was called active; inactives centre near 0; reference of the scale not given here
# Rv3671c protease = Rv3671c serine protease inhibitors, primary screen, biochemical, fluorescence polarization, M. tuberculosis H37Rv. P9WHR9. inhibition, % at 5.96 µM. 0.048% of 320,000 active. AID 2606, 2010; in the data active = inhibition above about 38%;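 note: extracellular domain of Rv3671c used as enzyme; 0% = enzyme with DMSO and 100% = no enzyme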
# Target sequence (P9WHR9 whole entry, looked up, the tested form may be a part): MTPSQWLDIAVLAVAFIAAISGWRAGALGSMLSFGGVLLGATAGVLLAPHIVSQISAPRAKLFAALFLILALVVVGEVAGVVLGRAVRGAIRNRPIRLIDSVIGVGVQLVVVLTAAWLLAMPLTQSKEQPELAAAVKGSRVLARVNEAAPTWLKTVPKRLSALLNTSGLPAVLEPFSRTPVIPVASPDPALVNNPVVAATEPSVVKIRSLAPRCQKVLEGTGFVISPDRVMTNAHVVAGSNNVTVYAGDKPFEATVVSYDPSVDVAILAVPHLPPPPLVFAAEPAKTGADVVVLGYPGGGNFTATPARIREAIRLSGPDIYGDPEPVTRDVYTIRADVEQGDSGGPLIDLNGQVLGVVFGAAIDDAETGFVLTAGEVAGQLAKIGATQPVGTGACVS
# TcdB GH inh = TcdB glycohydrolase inhibitors, primary screen, biochemical, single point, plate reader. Toxin B (Clostridioides difficile), P18177. TcdB glycohydrolase enzymatic assay. inhibition, % at 9.99 µM. 0.24% of 350,000 active. AID 652162, 2013; in the data active = inhibition above about 10%
# Starred values were filed as active, the others as inactive; i = inactive; nt = no result given.
SMILES,CCHF vOTU inh,MazEF act,PrPC surface inh,DUSP3 inh,SARS 3CLpro inh,Yp Topo-I inh,PriA SSB inh,BH1578 lux ind,Rv3671c protease,TcdB GH inh
O=C(Cc1ccccc1)Nc1ccccc1C(=O)Nc1ccc(C(=O)O)cc1,-7,3,-3,20,3,2,3,-0.4,6,-0.1
CCOC(=O)Cn1c(=O)oc2cc(S(=O)(=O)Nc3c(C)cc(C)cc3C)ccc21,11,-5,-8,-18,-2,13,-3,-0.2,-14,1.4
CCOC(=O)C1(CC2CCCCO2)CCN(C(=O)Nc2cccc(SC)c2)CC1 (stereo unspecified),26,6,8,13,2,24,-10,-0.7,1,1.0
C=CCSC1=C(C#N)C(c2ccccc2Cl)CC(=O)N1 (stereo unspecified),13,9,-4,2,-4,1,-6,-5.0,4,nt
O=C(CCCN1C(=O)c2ccccc2C1=O)NCC1CCCO1 (stereo unspecified),2,-4,-2,21,-1,4,-19,-1.9,5,nt
Cc1ccc(Cl)cc1NC(=O)CCC(=O)Nc1cc(Cl)ccc1C,-10,3,2,18,-4,-4,12,1.6,7,nt
O=c1c2ccccc2nnn1CSc1ccccc1,1,-1,4,26,-3,0,0,i,-9,nt
c1cn2c(-c3ccc(N4CCOCC4)cc3)cncc2n1,1,nt,-32,nt,nt,-5,nt,i,nt,5.1
COC(=O)N/N=C/c1cc(Cl)c(OCc2ccccc2F)c(OC)c1,15,2,5,0,-1,5,i,-0.7,-5,2.2
CC(=O)NC(c1ccc(F)c(F)c1)c1nc(-c2ccc(C)c(C)c2)cs1 (stereo unspecified),-1,nt,3,nt,nt,28,nt,0.1,nt,0.5
CN1CCN(C(=S)Nc2ccc(Cl)cc2)CC1,5,0,5,19,1,5,-12,0.4,-4,1.4
CC(C)(C)NC(=O)CC(CC(=O)O)c1ccccc1 (stereo unspecified),0,2,-5,-10,3,-3,-8,-0.3,6,1.8
COc1cc(OC)cc(-c2c(C#Cc3ccsc3)c3cc(-c4cccc5[nH]cc(C=O)c45)ccc3n2C)c1,23,-22,0,nt,nt,-6,-14,0.8,-6,0.0
Cn1c(=O)c2c(nc(Sc3n[nH]c(N)n3)n2Cc2ccccc2Cl)n(C)c1=O,-1,-5,0,2,0,-2,-1,-0.4,-3,nt
O=C(NC(Cc1ccccc1)C(=O)N1CCN(S(=O)(=O)c2ccccc2F)CC1)c1ccccc1 (stereo unspecified),-3,4,1,nt,nt,30,-5,i,-4,0.0
COc1ccc(CN2C(=O)C(C)Nc3ncnc(N4CCOCC4)c32)cc1 (stereo unspecified),-5,-1,12,nt,nt,9,-6,i,4,-0.5
Cn1c(SCC(=O)Nc2ccc3nc(SCC(=O)N4CCCC4)sc3c2)nnc1-c1ccccc1,-11,1,7,14,-1,nt,-1,nt,-3,nt
COCCN(C(=O)CSCc1ccc(C)cc1)c1c(N)n(CC(C)C)c(=O)[nH]c1=O,7,-8,0,nt,nt,3,-4,2.7,8,1.2
Cc1ccsc1C(=O)OCC(=O)Nc1ccc(Cl)cc1C(F)(F)F,4,-8,-6,12,-1,-4,-3,i,4,1.5
Cc1nnc(SCC(=O)NC(=O)NC(C)(C)C)s1,-5,0,-7,17,3,7,-8,-0.5,-3,-0.1
O=C(O)c1cc(S(=O)(=O)N2CCOCC2)c[nH]1,3,0,6,nt,nt,8,-4,-0.5,5,1.2
N#CC1=C(S)N=C(N)C(c2nc(-c3ccccc3)cs2)C12CCCCC2 (stereo unspecified),10,-2,0,-12,7,-5,7,-0.3,-2,nt
Cc1ccc(C(=O)OCC(=O)NCc2cccs2)c(C)c1,6,-4,5,10,4,-3,-11,-0.5,3,1.1
Cc1ccc(Nc2nc(N)nc(CSc3nnnn3-c3ccccc3)n2)cc1,2,-5,7,24,-4,5,-12,-0.2,-5,nt
CC(Sc1ncnc2sc(-c3ccccc3)cc12)C(=O)N1CCNC1=O (stereo unspecified),5,9,-7,nt,nt,-9,5,i,-2,-0.8
CN(C)C(=O)[C@@H]1C[C@H]1[C@@H](NC(=O)OCc1ccccc1)c1ccccc1,8,7,2,5,7,10,-25,i,-9,1.5
CCn1ccnc1CN(C)C(=O)c1cc(COc2ccc(-n3cncn3)cc2)on1,11,2,8,20,-2,-2,8,-0.3,0,1.2
CN(C)S(=O)(=O)Nc1ccccc1C(N)=O,-20,4,-5,2,-5,-4,-14,-0.5,-2,nt
COc1ccccc1CCNC(=O)c1ccc(OC)c(OC2CCN(C(C)C)CC2)c1,4,-5,-6,-6,-2,0,-7,i,-7,-0.7
O=C(COc1ccc([N+](=O)[O-])cc1Cl)N(C1CCCCC1)C1CCS(=O)(=O)C1 (stereo unspecified),6,1,-16,nt,nt,4,-10,-0.5,nt,-0.9
Cc1noc(C)c1CSc1nnc(-c2ccncc2)n1-c1cccc(Cl)c1C,-15,0,3,7,4,4,2,-0.3,-2,nt
O=C(C1=NN[C@@H]2C(=O)N(c3cccc(C(F)(F)F)c3)C(=O)[C@H]12)c1cnccn1,4,-8,-1,17,1,-4,-7,-0.8,7,0.5
O=C(CSc1n[nH]c(-c2ccccc2)n1)Nc1ccc(Br)cn1,4,2,4,18,1,-2,-7,nt,-4,nt
COc1ccc(NC(=O)[C@H](C)NC(=O)C2CCN(S(=O)(=O)c3ccc(C)cc3)CC2)cc1,15,-7,11,8,-1,0,-5,-0.4,-8,-3.5
CSc1nc(NCC(C)O)c2c3c(sc2n1)CN(C)CC3 (stereo unspecified),-66,-1,-9,3,-7,-6,-2,-0.5,1,-1.3
Cc1ccc(S(=O)(=O)NNc2ccccc2)c(C)c1,-6,-14,3,-2,7,4,-3,i,-4,0.7

# In another format: results already given.
# Under each structure: CCHF vOTU inh	MazEF act	PrPC surface inh	DUSP3 inh	SARS 3CLpro inh	Yp Topo-I inh	PriA SSB inh	BH1578 lux ind	Rv3671c protease	TcdB GH inh
> N#CC1=C(S)N=C(N)C(c2nc(-c3ccccc3)cs2)C12CCCCC2 (stereo unspecified)
→ 10	-2	0	-12	7	-5	7	-0.3	-2	nt
> Cc1ccc(C(=O)OCC(=O)NCc2cccs2)c(C)c1
→ 6	-4	5	10	4	-3	-11	-0.5	3	1.1
> Cc1ccc(Nc2nc(N)nc(CSc3nnnn3-c3ccccc3)n2)cc1
→ 2	-5	7	24	-4	5	-12	-0.2	-5	nt
> CC(Sc1ncnc2sc(-c3ccccc3)cc12)C(=O)N1CCNC1=O (stereo unspecified)
→ 5	9	-7	nt	nt	-9	5	i	-2	-0.8
> CN(C)C(=O)[C@@H]1C[C@H]1[C@@H](NC(=O)OCc1ccccc1)c1ccccc1
→ 8	7	2	5	7	10	-25	i	-9	1.5
> CCn1ccnc1CN(C)C(=O)c1cc(COc2ccc(-n3cncn3)cc2)on1
→ 11	2	8	20	-2	-2	8	-0.3	0	1.2
> CN(C)S(=O)(=O)Nc1ccccc1C(N)=O
→ -20	4	-5	2	-5	-4	-14	-0.5	-2	nt
> COc1ccccc1CCNC(=O)c1ccc(OC)c(OC2CCN(C(C)C)CC2)c1
→ 4	-5	-6	-6	-2	0	-7	i	-7	-0.7
> O=C(COc1ccc([N+](=O)[O-])cc1Cl)N(C1CCCCC1)C1CCS(=O)(=O)C1 (stereo unspecified)
→ 6	1	-16	nt	nt	4	-10	-0.5	nt	-0.9
> Cc1noc(C)c1CSc1nnc(-c2ccncc2)n1-c1cccc(Cl)c1C
→ -15	0	3	7	4	4	2	-0.3	-2	nt
> O=C(C1=NN[C@@H]2C(=O)N(c3cccc(C(F)(F)F)c3)C(=O)[C@H]12)c1cnccn1
→ 4	-8	-1	17	1	-4	-7	-0.8	7	0.5
> O=C(CSc1n[nH]c(-c2ccccc2)n1)Nc1ccc(Br)cn1
→ 4	2	4	18	1	-2	-7	nt	-4	nt
> COc1ccc(NC(=O)[C@H](C)NC(=O)C2CCN(S(=O)(=O)c3ccc(C)cc3)CC2)cc1
→ 15	-7	11	8	-1	0	-5	-0.4	-8	-3.5

# New compounds follow:
SMILES,CCHF vOTU inh,MazEF act,PrPC surface inh,DUSP3 inh,SARS 3CLpro inh,Yp Topo-I inh,PriA SSB inh,BH1578 lux ind,Rv3671c protease,TcdB GH inh
CCOc1ccccc1C(=O)N/N=C/c1cccc2cccnc12,26,1,12,14,0,8,nt,i,-5,nt
CC1CCc2sc(NC(=S)NC(=O)c3ccccc3)c(C#N)c2C1 (stereo unspecified),-13,-6,-3,10,-2,-6,9,-0.4,11,0.3
COc1ccc(C(=O)NCc2ccc3[nH]c(C)cc3c2)cc1OC,1,1,1,19,1,3,3,-0.3,-8,-0.5
COc1cc(C2=NC(CO)(CO)CO2)cc(OC)c1OC,-16,-29,-3,58*,-3,-3,-10,-0.3,-2,0.5
OC1CCN(C(=S)Nc2ccc(Oc3ccccc3)cc2)CC1,-5,-7,-3,11,-5,-4,8,-0.2,1,1.0
Cc1cccc(CN2CCC(CNC(=O)Cn3ncc4c([nH]c5ccccc54)c3=O)CC2)c1,28,-51,4,4,-1,-1,-6,i,4,-0.6
O=C(NCc1nc2ccccc2[nH]1)c1c(F)c(F)c(F)c(F)c1F,4,7,4,22,5,-1,-7,i,-4,0.9
COCCn1c(N)c(C(=O)Nc2sc3c(c2C(=O)OC)CCCC3)c2nc3ccccc3nc21,-1,-9,10,-10,-5,-1,5,-0.6,10,nt
O=C(COc1ccccc1)NNc1nc2c(F)cc(F)cc2s1,8,5,3,2,1,-1,-10,i,1,2.1
CCOC(=O)C1CCN(C(=O)c2c(-c3ccccc3)noc2C)CC1,-9,-24,10,10,0,1,-21,i,-3,-1.6
COc1ccc(CNC(=O)Cn2cc([N+](=O)[O-])nc2C)cc1,-2,4,-6,7,6,0,-11,-0.3,-15,nt
CCOC1=NN(c2ccccc2)C(=O)/C1=C\N(C)C,-1,4,-3,12,4,2,6,-0.5,0,1.4
CCC(CC)NCCOC(=O)c1ccc([N+](=O)[O-])cc1,-1,1,-3,28,-1,4,-23,i,-11,-0.3
CN(C)CCNC(=O)CN1C(=O)COc2ccc(C(C)(C)C)cc21,17,4,10,-13,-1,-6,-17,-0.4,-7,-6.6
COc1ccc(C(=O)Nc2ccc(NC(=O)C3CCCCC3)nc2)cc1,0,8,-2,36,-1,-4,-13,i,-1,-0.5
O=c1c2ccccc2nc(-c2ccc(Cl)cc2Cl)n1O,-5,-25,1,13,1,0,-7,-1.4,3,1.3
O=C(CSc1nnc(Cc2ccccc2)o1)Nc1ccc(N2CCOCC2)cc1,12,-1,11,nt,nt,-6,-12,-0.5,5,-16
O=C(NCc1csc(-c2ccccc2)n1)c1ccco1,1,9,-6,15,3,3,-7,i,-2,nt
COC(=O)n1c(=O)oc2ccc(S(=O)(=O)N3CCCCC3)cc21,5,1,-7,-5,-2,-5,-7,-0.5,5,1.0
COc1ccc(C(=O)NCc2ccncc2)cc1S(=O)(=O)N1CCOCC1,2,2,-4,nt,nt,0,-9,i,-1,-0.1

# These rows are one share of the data (hit frequency here may not be typical).
